# KCNQ2 inh – KCNQ2 potassium channel inhibitors, primary screen, cell-based, CHO-K1, FluxOR thallium flux, B-score (AID 2156); Potassium voltage-gated channel subfamily KQT member 2 (Rattus norvegicus), O88943; 20 min; stronger effect = lower value; B-score at 10 µM; 310,000 tested, 1.1% active;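 active means fluorescence ratio B-score at most minus 3 library SDs, with starting brightness B-score within 2 library SDs, cut at about -5.5 in these data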
# Target sequence (O88943 whole entry, looked up): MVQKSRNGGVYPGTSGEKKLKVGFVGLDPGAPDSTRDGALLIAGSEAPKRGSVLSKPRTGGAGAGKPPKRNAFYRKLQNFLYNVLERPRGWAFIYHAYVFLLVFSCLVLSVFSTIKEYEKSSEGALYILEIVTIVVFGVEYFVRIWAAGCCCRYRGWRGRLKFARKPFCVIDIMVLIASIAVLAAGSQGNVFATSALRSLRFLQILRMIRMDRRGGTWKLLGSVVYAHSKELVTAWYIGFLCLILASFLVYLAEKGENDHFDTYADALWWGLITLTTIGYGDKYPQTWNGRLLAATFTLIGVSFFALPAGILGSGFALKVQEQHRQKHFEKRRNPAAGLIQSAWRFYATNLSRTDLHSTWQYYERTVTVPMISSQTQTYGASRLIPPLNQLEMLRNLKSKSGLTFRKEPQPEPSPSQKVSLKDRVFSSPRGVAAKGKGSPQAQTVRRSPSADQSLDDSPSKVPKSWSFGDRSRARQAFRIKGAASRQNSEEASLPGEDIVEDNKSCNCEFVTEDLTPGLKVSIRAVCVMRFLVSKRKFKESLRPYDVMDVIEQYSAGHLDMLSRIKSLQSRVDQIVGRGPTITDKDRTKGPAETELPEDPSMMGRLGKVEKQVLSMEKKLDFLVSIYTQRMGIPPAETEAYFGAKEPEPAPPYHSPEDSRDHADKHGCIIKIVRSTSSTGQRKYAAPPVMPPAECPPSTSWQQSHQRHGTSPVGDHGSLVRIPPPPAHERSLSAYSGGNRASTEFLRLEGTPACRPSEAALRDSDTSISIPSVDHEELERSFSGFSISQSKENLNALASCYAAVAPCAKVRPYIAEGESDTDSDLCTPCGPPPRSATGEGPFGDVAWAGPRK
# CHT inh – inhibitors of human choline transporter CHT | B-score at 10 µM | 310,000 tested, 0.86% active | AID 488975, 2010 | High affinity choline transporter 1 (Homo sapiens), Q9GZV3 | CHT-expressing cells, membrane potential dye, choline response; stronger effect = lower value;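 active means B-score over 3 SD under the library average, and starting fluorescence ratio not unusually high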;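 further: choline stimulus applied at its EC90 after an EC20 pre-addition; B-score computed on integrated fluorescence ratio after choline addition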
# * hit, by the source's call; i = inactive; . = no result given.
SMILES,KCNQ2 inh,CHT inh
O=C(O)CCC(C(=O)O)n1c(O)c(C2=c3ccccc3=NC2=O)sc1=S (stereo not given),i,i
Cc1cccc(N2CC(c3nc4ccccc4[nH]3)CC2=O)c1 (stereo not given),i,i
O=C(COC(=O)c1ccc(Cl)c(Cl)c1)Nc1cccnc1Cl,i,i
O=C(N/N=C/c1ccccc1O)c1cc[n+]([O-])cc1,i,i
COc1ccc(-c2noc(CN(C)CCC3CCCCO3)n2)cc1 (stereo not given),i,i
Cc1cc(SCC(=O)NN)c2cc(Br)ccc2n1,i,i
CCOc1ccc(S(=O)(=O)/N=C(\N)c2ccccc2)cc1,i,i
S=c1[nH]nc(-c2ccc(Cl)cc2)n1-c1ccc2c(c1)OCCO2,i,i
CN(CCOC(=O)c1cccc(Br)c1)C(C)(C)C,i,i
O=C(NCc1ccco1)c1ccc(N2CCCC2=O)cc1,i,i
O=C(COC(=O)c1ccco1)NCc1ccc(F)cc1,i,i
O=c1c2ccccc2nc(-c2cccs2)n1-c1cccc2ccccc12,i,i
COc1ccccc1CNC(=O)C1COc2ccccc2O1 (stereo not given),i,i
O=C(Nc1ccccc1)N1CCC(C(=O)N2CCN(S(=O)(=O)c3cccc(F)c3)CC2)CC1,i,i
CC(C)Oc1ccc(C(CC(=O)O)n2cnnn2)cc1 (stereo not given),i,i
COC(=O)c1nc2n(n1)C(c1ccc(OC)c(OC)c1OC)C1=C(CCCC1=O)N2 (stereo not given),i,i
O=S(=O)(c1ccccc1)c1nc(-c2ccccc2)oc1NCCCN1CCOCC1,i,i
CCCNC(=O)C1CCN(S(=O)(=O)c2ccc(-c3nn[nH]n3)cc2)CC1,i,i
CC1=CC(=O)CC(C)(C)C1(O)/C=C/C(C)=C/C(=O)O (stereo not given),i,i
O=C(Nc1ccccc1)N1CCNCC1,i,i

# A section taken from the entries so far, for reference:
SMILES,KCNQ2 inh,CHT inh
O=S(=O)(c1ccccc1)c1nc(-c2ccccc2)oc1NCCCN1CCOCC1,i,i
CCCNC(=O)C1CCN(S(=O)(=O)c2ccc(-c3nn[nH]n3)cc2)CC1,i,i
CC1=CC(=O)CC(C)(C)C1(O)/C=C/C(C)=C/C(=O)O (stereo not given),i,i
O=C(Nc1ccccc1)N1CCNCC1,i,i

# Grouped by structure: the entries above with a COOH group.
SMILES,KCNQ2 inh,CHT inh
O=C(O)CCC(C(=O)O)n1c(O)c(C2=c3ccccc3=NC2=O)sc1=S (stereo not given),i,i
CC(C)Oc1ccc(C(CC(=O)O)n2cnnn2)cc1 (stereo not given),i,i
CC1=CC(=O)CC(C)(C)C1(O)/C=C/C(C)=C/C(=O)O (stereo not given),i,i

# (more compounds)
SMILES,KCNQ2 inh,CHT inh
COc1cc2c(cc1OC)CN(C(=O)Cc1c(F)cccc1Cl)CC2,i,i
COc1ccc2c(c1)C(=O)N(c1ccc(C)cc1C)C(=O)C2,i,i
CC(=O)OCCNC(=O)c1cc2ccccc2oc1=O,i,i
Cc1cc(C)nc(NC(=O)C(C)N2C(=O)c3ccccc3C2=O)n1 (stereo not given),i,i
CSc1nsc(SCC(=O)Nc2cccc(C(=O)O)c2)n1,i,i
O=C(CSc1nnnn1C1CCCC1)N1CCCCC1,i,.
CCNC(=S)N(CCN(CC)CC)Cc1cc2cc3c(cc2[nH]c1=O)OCCO3,i,i
O=[N+]([O-])c1cc(Cl)ccc1NCCc1ccccn1,i,i
Cc1ccc(-n2ncc3c2CC(C)(C)CC3NC(=O)c2cc[n+]([O-])cc2)cc1 (stereo not given),i,i
O=C(Nc1ccc(N2CCN(C(=O)c3cccs3)CC2)cc1)c1ccc(F)cc1,i,i
COc1ccc(Cl)cc1NC(=O)c1noc(C)c1[N+](=O)[O-],i,i
CCn1cc([N+](=O)[O-])c(C(=O)N2N=C3/C(=C/c4cccs4)CCCC3C2c2cccs2)n1 (stereo not given),i,i
NC(=O)NOCc1ncc(C(F)(F)F)cc1Cl,i,i
CC(C)N(CCNS(=O)(=O)c1ccc(Cl)cc1)C(C)C,i,i
O=C(CCCC1=NS(=O)(=O)c2ccccc2N1)NCCc1ccc(Cl)cc1,i,i
CS(=O)(=O)c1ccc(-c2nn[nH]n2)cc1,i,i
COc1ccc(S(=O)(=O)N(C)CC(=O)NCCN2CCOCC2)cc1Cl,i,i
CCC(=O)C1CCCN(C(=O)CCc2nnc(-c3ccc4c(c3)OCO4)o2)C1 (stereo not given),i,i
Cc1cc(C)c(C)c(SCC(=O)Nc2oc(C)c3c(C)n[nH]c(=O)c23)c1C,i,i
CC1C(=O)CC(c2ccccc2)N(C)C1c1ccccc1 (stereo not given),i,i
CCOC(=O)c1ccc(N2C(=O)CC(N3CC(C)OC(C)C3)C2=O)cc1 (stereo not given),i,i
Cc1nn2c3c(cnc2c1-c1ccc(Cl)cc1)C(=O)CC(c1ccco1)C3 (stereo not given),i,i
Cc1cc(C(F)(F)F)n2nc(-c3cnn(C)c3C(F)(F)F)c(Br)c2n1,i,i
COc1ccc(NS(=O)(=O)c2ccc(O)c(C(=O)OCC(=O)NC3CCCCC3)c2)cc1,i,i
O=C(CSc1nnc(NC(=O)c2ccccc2F)s1)Nc1ccccc1F,i,i
COc1cccc(CC(=S)N2CCOCC2)c1,i,i
CN(C)C(CNC(=O)c1ccc(S(=O)(=O)Nc2ccccc2)cc1)c1ccco1 (stereo not given),i,i
C=C(C)Cn1c(=O)c2c(nc3n2CCCN3Cc2ccccc2)n(C)c1=O,i,i
Cc1cccc(C(=O)OCC(=O)N(C)c2ccccc2)c1C,i,i
C/C(=N\N=C(N)N)c1cccc(Cl)c1,i,i
CCN(CC)CCn1c2ccccc2c2cnc(N=CN(C)C)c(C#N)c21,i,i
CN(C)c1nc(NCc2ccccc2)nc(N/N=C/c2ccc(Br)cc2)n1,i,i
Cc1cc(C)nc(NC(=NCCc2c[nH]c3ccccc23)NC(=O)C(C)(C)C)n1,i,i
Clc1ccc(CSc2nnc(/C=C/c3ccccc3)o2)c(Cl)c1,i,i
O=C(c1ccc(NC(=S)NCc2ccc(Cl)cc2)cc1)N1CCCCC1,i,i
O=C(O)CC1S/C(=N/N=C/c2ccc(-c3ccc(Cl)cc3[N+](=O)[O-])o2)NC1=O (stereo not given),i,i
NNC(=O)c1cccc(S(=O)(=O)Nc2cccc(C(F)(F)F)c2)c1,i,i
Cc1ccc(C)c(NC(=O)Cn2nnc(C(=O)NCc3cccs3)c2N)c1,i,i
CCN1CCN(C(=O)CN2C(=O)COc3ccc(S(=O)(=O)N4CCOCC4)cc32)CC1,i,i
FC(F)(F)c1cc(N2CCOCC2)nc(-c2ccccc2)n1,i,i
CC1CN(C(=O)CSc2nc(-c3ccccc3)cs2)CC(C)O1 (stereo not given),i,i
O=C(CSc1n[nH]c(=O)n1-c1ccccc1)N1CCOCC1,i,i
Cc1ccc(C)c(NC(=O)COc2cccc3c2CCN(Cc2ccccc2C)C3=O)c1,i,i
C(=C\c1ccccc1)/CN1CCN(C(c2ccccc2)c2ccccc2)CC1,i,i
O=C(Nc1cc(SCCO)cc([N+](=O)[O-])c1)c1ccco1,i,i
CC(C)N(Cc1ccccc1)S(=O)(=O)c1ccc2c(c1)NC(=O)CO2,i,i
C/C(=N\N(Cc1ccccc1)c1ccccc1)c1ccncc1,i,i
Cn1c(=O)oc2cc(S(=O)(=O)N3CCCC(C(=O)Nc4ccccn4)C3)ccc21 (stereo not given),i,i
CC1(C)Cc2c(sc(NC(=O)c3ccco3)c2C(=O)O)CO1,i,i
Cn1c(=O)[nH]c(=O)c2c1nc(SCCC(=O)O)n2Cc1cccc(Br)c1,i,i
COc1cccc2cc(C(=O)Nc3ccccc3C)/c(=N/O)oc12,i,i
C/C(=N\NC(=O)c1nn(C)cc1Br)c1cccc(NC(=O)C2CCCC2)c1,i,i
CCCCC(Sc1nc(C)c(Cc2ccccc2)c(=O)[nH]1)C(=O)O (stereo not given),i,i
CCOC(=O)C1CCN(Cc2coc3c(Cl)cc(Cl)cc3c2=O)CC1,i,i
COc1ccc(NC(=O)CCC(=O)N/N=C/c2cn(C)nc2C)cc1,i,i
O=C(N/N=C/c1c[nH]c2ccccc12)c1cc(Cl)ccc1O,i,i
COc1cc(C2Nc3cc(Cl)c(S(N)(=O)=O)cc3S(=O)(=O)N2)cc(OC)c1OC (stereo not given),i,i
Cc1cccc(C)c1NC(=O)NC1(C(=O)NCCN2CCOCC2)CCCCC1,i,i
Cc1nnc2sc(COc3ccccc3)nn2c1=O,i,i
Cc1ccc(C(=O)NC(=S)Nc2ccc3[nH]c(=O)[nH]c3c2)cc1C,i,i

# Going on with the list:
SMILES,KCNQ2 inh,CHT inh
Cc1cc([N+](=O)[O-])nn1Cc1ccc(C(=O)N/N=C/c2ccccc2)cc1,i,i
CCn1cc2nc(SCC(=O)Nc3ccccc3F)n(Cc3ccccc3)c(=O)c2n1,i,i
O=C(c1cc(Br)c[nH]1)N1CCSCC1,i,i
COC(=O)c1ccc(S(=O)(=O)NCc2ccco2)n1C,i,i
CC(OC(=O)C1=COCCO1)C(=O)Nc1cccc(S(=O)(=O)N2CCOCC2)c1 (stereo not given),i,i
O=C(NCc1ccco1)/C(=C/c1cccnc1)NC(=O)c1cccc(Br)c1,i,i
CCOC(=O)c1c(NC(=O)CSc2nc3c(c(=O)n(C)c(=O)n3C)n2CC)sc(C)c1C,i,i
O=Cc1ccccc1-c1cn(CN2C(=O)c3ccccc3C2=O)nn1,i,i
Cc1ccc(S(=O)(=O)N2CCN(C(=O)c3cc(S(=O)(=O)N(C)C)ccc3N3CCCC3)CC2)cc1,i,i
Cc1cc(C)nc(/N=C(\N)Nc2cccc([N+](=O)[O-])c2)n1,i,i
CC1=C(C(=O)Nc2ccc(CC(=O)NCc3ccccc3C)cc2)SCCO1,i,i
O=C(CNC(=O)c1cccs1)NCC(=O)OCc1c(Cl)cccc1Cl,i,i
O=C(CSc1nccn1Cc1ccccc1)NCc1ccccc1,i,i
O=C(O)c1ccc(COc2ccc([N+](=O)[O-])cc2)o1,i,i
Cc1ccc(SCC(=O)Nc2ccc3c(c2)C(=O)N(C)C3=O)cc1,i,i
Cc1ccc(/C=c2/sc3n(c2=O)CCCN=3)o1,i,i
CC(C)(C)NC(=S)NCCc1ccccc1,i,i
Cc1c(NS(=O)(=O)c2ccc(N(C)C3CCCCC3)c([N+](=O)[O-])c2)c(=O)n(-c2ccccc2)n1C,i,i
Cc1cc(C(=O)NCc2cccnc2)no1,i,i
COC(=O)CC1C(=O)NCCN1C(=O)c1ccc([N+](=O)[O-])cc1 (stereo not given),i,i
CC1CC(C)CN(C(=O)c2cc3c(s2)CCC3)C1 (stereo not given),i,i
O=C(COC(=O)c1ccc(Br)cc1)NC1CCCC1,i,i
Cc1ccccc1NC(=S)NC12CN3CN(CN(C3)C1)C2,i,i
COc1cc(NC(=O)C2CCCCC2)c(OC)cc1NC(=O)CN1CCCCC1,i,i
COC(=O)CCCCNC(=O)Nc1ccccc1,i,i
CN(C(=O)CSc1nnc(N)s1)c1c(N)n(Cc2ccccc2)c(=O)[nH]c1=O,i,i
Cc1ccccc1OCCNc1cc(N2CCN(CCO)CC2)ccc1[N+](=O)[O-],i,i
O=C(COc1ccc(Cl)cc1Cl)NCc1ccco1,i,i
CC(=O)NCCc1cnc[nH]1,i,i
O=C(CCC(=O)N1CCOc2ccc(Cl)cc21)NCCCN1CCN(c2ccccc2F)CC1,i,i
CCn1c(COc2ccc(=O)n(-c3ccccc3)n2)nnc1SCc1ccc(OC)cc1,i,-5.35*
COc1ccc2nc3cc(Cl)ccc3c(Nc3cc(CN4CCCC4)c(O)c(CN4CCCC4)c3)c2n1,i,i
O=C(O)c1ccccc1C(=O)Nc1ccccc1[N+](=O)[O-],i,i
Cc1ccc(-c2cc(C(=O)NCCCN3CCOCC3)c3ccccc3n2)cc1,i,i
O=C(NCCc1ccc2c(c1)OCCO2)c1ccccn1,i,i
Cc1csc2nc(CNS(=O)(=O)c3ccc4c(c3)OCCO4)cn12,i,i
O=C(CCCN1C(=O)CSc2ncccc21)N1CCN(c2cccc(C(F)(F)F)c2)CC1,i,-9.61*
O=C(CCNS(=O)(=O)c1cccc2nsnc12)NCc1ccco1,i,i
CC(C)Cn1c(N)c(S(=O)(=O)c2cccs2)c2nc3ccccc3nc21,i,.
COCCCn1c(SCC(=O)NC(C)(C)C)nnc1-c1ccccc1,i,i

# Pulled one by one from the list above, two records:
SMILES,KCNQ2 inh,CHT inh
O=C(CCC(=O)N1CCOc2ccc(Cl)cc21)NCCCN1CCN(c2ccccc2F)CC1,i,i
CN(C(=O)CSc1nnc(N)s1)c1c(N)n(Cc2ccccc2)c(=O)[nH]c1=O,i,i

# Next part:
SMILES,KCNQ2 inh,CHT inh
Cc1cccc(-c2noc(CN(C(=O)CCc3ccccc3)C(C)C)n2)c1,-8*,i
O=C(/C=C/c1cccs1)NC1CCCC1,i,i
OCCN(Cc1ccccc1)Cc1ccc(F)c(F)c1,i,i
CCN(CC)c1c([N+](=O)[O-])c(=O)oc2ccccc12,i,i
NC(=O)c1ccccc1NS(=O)(=O)c1ccccc1,i,i
CCCCn1c(N)c(N(Cc2ccccc2OC)C(=O)COc2ccccc2OC)c(=O)[nH]c1=O,i,i
CCN(C(=O)c1ccccc1)c1ccc([N+](=O)[O-])cc1,i,i
CCc1ccc(NC(=O)CSc2nnc(CNC(=O)c3ccc(OC)cc3)o2)cc1,i,i
Cc1ccc(NC(=O)CN2C(=O)NC(C)(c3ccc(Cl)cc3)C2=O)cc1S(=O)(=O)N1CCOCC1 (stereo not given),i,i
CC(SCc1cn2cc(Cl)ccc2n1)C(=O)O (stereo not given),i,i
O=C(Nc1cc([N+](=O)[O-])ccc1O)c1cccc(NC(=O)c2ccco2)c1,i,i
O=C(Nc1ccccc1F)c1ccc(CN2CCc3ccccc3C2)cc1,i,i

# Record cards (already shown). Screens in order: KCNQ2 inh | CHT inh
# Results for Cc1cccc(-c2noc(CN(C(=O)CCc3ccccc3)C(C)C)n2)c1 → -8* | i
# Results for NC(=O)c1ccccc1NS(=O)(=O)c1ccccc1 → i | i
